High-throughput results deposited in PubChem BioAssay by Sanford-Burnham Center for Chemical Genomics.
SENP6 inh – SENP6 protease inhibitors, primary screen, biochemical, luminescence, uHTS; Sentrin-specific protease 6 (Homo sapiens), Q9GZR1; Recombinant SENP6 catalytic domain, aminoluciferin luminescence; inhibition, % at 10 µM; 1.8% of 330,000 active;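 active means inhibition above about 50% at the single tested dose, limit read from the data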;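 further: plate controls were DMSO wells with enzyme for no effect and DMSO wells lacking enzyme for full effect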
Target sequence (Q9GZR1 628-1112 limits assumed): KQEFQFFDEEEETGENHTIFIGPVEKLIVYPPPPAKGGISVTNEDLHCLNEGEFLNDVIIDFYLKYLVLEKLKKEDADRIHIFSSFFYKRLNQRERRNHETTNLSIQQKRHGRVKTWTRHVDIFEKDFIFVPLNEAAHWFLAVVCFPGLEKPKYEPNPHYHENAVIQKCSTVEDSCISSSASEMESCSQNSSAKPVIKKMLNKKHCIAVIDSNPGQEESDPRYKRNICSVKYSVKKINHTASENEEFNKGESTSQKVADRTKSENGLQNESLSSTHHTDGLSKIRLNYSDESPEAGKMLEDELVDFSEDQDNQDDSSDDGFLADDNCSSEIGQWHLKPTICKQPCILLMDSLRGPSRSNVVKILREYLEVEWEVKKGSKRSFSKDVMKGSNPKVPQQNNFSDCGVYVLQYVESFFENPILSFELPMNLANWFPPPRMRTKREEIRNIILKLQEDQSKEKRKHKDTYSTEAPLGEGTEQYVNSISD
PfG6PD inh – PfG6PD enzyme inhibitors, primary screen, biochemical, fluorescence intensity, uHTS; glucose-6-phosphate dehydrogenase-6-phosphogluconolactonase (Plasmodium falciparum 3D7); PfGluPho enzyme, NADPH resazurin-diaphorase fluorescence; inhibition, % at 20 µM; 0.78% of 350,000 active; AID 504690, 2011;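 active means inhibition reaching at least a set limit at 20 µM in the primary screen, cut at about 59% in these data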;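 further: 0% = DMSO wells with substrate and 100% = DMSO wells lacking glucose-6-phosphate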
SENP1 inh – human SENP1 catalytic domain inhibitors, primary screen, biochemical, FRET, uHTS; AID 624204, 2012; Sentrin-specific protease 1 (Homo sapiens), Q9P0U3; inhibition, % at 10 µM; recombinant SENP1 catalytic domain, CyPet-SUMO1-YPet FRET cleavage; 0.21% of 360,000 active;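 active means inhibition at least 30% at 10 µM, raw YFP signal under a set limit, fluorescence ratio 0.5 to 1.5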;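 further: 0% = enzyme with DMSO and 100% = no enzyme wells; some results filed as inactive read as strong as hits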
Target sequence (Q9P0U3 419-644 limits assumed): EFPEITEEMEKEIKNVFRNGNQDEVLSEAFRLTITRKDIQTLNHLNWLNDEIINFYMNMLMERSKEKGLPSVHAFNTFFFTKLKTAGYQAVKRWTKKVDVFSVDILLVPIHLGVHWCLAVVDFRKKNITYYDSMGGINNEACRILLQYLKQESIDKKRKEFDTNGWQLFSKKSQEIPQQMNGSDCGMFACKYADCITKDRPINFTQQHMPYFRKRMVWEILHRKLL
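Controls: no-enzyme wells low, DMSO-plus-enzyme wells high control. Test system: human recombinant His6-tagged SENP1 catalytic domain enzyme. Reagent: SFCypet-SUMO1-SFYpet FRET protein substrate, 25 nM final. Doses: one dose per compound, 10 µM, 0.5% DMSO. Detection: FRET, CFP and YFP emission. Timing: 50 min reaction at room temperature.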
SENP8 block-1 – SENP8 protease inhibitors, primary screen, biochemical, luminescence | Sentrin-specific protease 8 (Homo sapiens), Q96LD8 | 1.2% of 330,000 active | inhibition, % at 10 µM | AID 2540, 2010 | purified SENP8, Z-RLRGG-aminoluciferin cleavage; in the data active means inhibition above about 50%
SENP8 block-2 – human SENP8 protease inhibitors, primary screen, biochemical, fluorescence, Nedd8 protein substrate, uHTS | recombinant SENP8 | inhibition, % at 20 µM | 0.64% of 360,000 active | AID 602440, 2012 | Sentrin-specific protease 8 (Homo sapiens), Q96LD8; in the data active means inhibition mostly above about 40%, no sharp cut-off; inactive means mostly below about 27%
Apaf1 inhib – inhibitors of human Apaf-1 apoptosome, primary screen, biochemical, DEVD-Rh110 fluorescence, uHTS; 0.71% of 330,000 active; inhibition, % at 20 µM; reconstituted apoptosome caspase-3 activity; Apoptotic protease-activating factor 1 (Homo sapiens), O14727; active means inhibition of at least 40% at 20 µM;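 further: plate controls were DMSO wells for no effect and DEVD-CHO caspase inhibitor wells for full effect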
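Material: cell-free apoptosome with Apaf-1, procaspase-3 and caspase-9; Buffer or medium: Hepes pH 7.5 with detergent and BSA; Reagent: cytochrome c trigger plus (Z-DEVD)2-Rh110 caspase-3 substrate; Times: compound with Apaf-1, dATP, procaspase-3 30 min, then 50 min reaction, room temperature; Technique: Rh110 fluorescence intensity.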
SENP7 inh – SENP7 protease inhibitors, primary screen, biochemical, luminescence, uHTS. AID 434973, 2010. inhibition, % at 5 µM. recombinant SENP7, Z-RLRGG-aminoluciferin luminescence, 40 min. 1.5% of 330,000 active. Sentrin-specific protease 7 (Homo sapiens), Q9BQF6;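 active means inhibition above about 50% at the single test dose, limit read from the data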;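 further: plate controls were DMSO with enzyme for no effect and no enzyme buffer wells for full effect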
Target sequence (Q9BQF6 706-1050 limits assumed): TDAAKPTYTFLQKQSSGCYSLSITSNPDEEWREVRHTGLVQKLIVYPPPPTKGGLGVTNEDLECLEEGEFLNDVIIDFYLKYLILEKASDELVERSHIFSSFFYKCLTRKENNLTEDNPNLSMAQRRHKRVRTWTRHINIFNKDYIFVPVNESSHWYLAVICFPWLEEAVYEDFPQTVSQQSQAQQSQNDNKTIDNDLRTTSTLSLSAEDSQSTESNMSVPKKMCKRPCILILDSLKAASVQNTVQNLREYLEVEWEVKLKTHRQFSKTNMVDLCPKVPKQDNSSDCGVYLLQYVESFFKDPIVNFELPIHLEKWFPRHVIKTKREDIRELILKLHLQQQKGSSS
NLRP3 yeast inh – NALP3 inflammasome inhibitors in reconstituted yeast, primary screen, luminescence, uHTS; inhibition, % at 10 µM; 0.39% of 330,000 active; AID 2825, 2010; Yeast reconstituted NLRP3/ASC/caspase-1, beta-gal luminescence, 24 h;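 active means inhibition of 50% or more; inactive means inhibition below 50%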;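 further: plate controls were induced DMSO wells for no effect and uninduced yeast grown without galactose for full effect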
HKDC1 inhibitor – HKDC1 hexokinase inhibitors, primary screen, biochemical, fluorescence, uHTS; Q2TB90; recombinant HKDC1, G6PDH/diaphorase resazurin coupled fluorescence; inhibition, % at 20 µM; 0.16% of 340,000 active; AID 493160, 2011;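 active means inhibition above about 35% when tested at 20 µM, limit read from the data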;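 further: plate controls were DMSO wells with enzyme for no effect and DMSO wells lacking enzyme for full effect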
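Assay system: recombinant HKDC1 hexokinase; detection: coupled resazurin fluorescence, excitation 525 nm, emission 613 nm; benchmarks: DMSO-plus-enzyme-mix negative control, buffer-substituted positive control; compound dosing: single 20 µM dose; schedule: 90 min at room temperature in dark; also added: glucose plus 1 mM ATP as hexokinase substrates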
Active calls of the source: *; i = inactive; · = no result given. This is a random part of the collection. Share with any hit: about 4.1%.

SMILES	SENP6 inh	PfG6PD inh	SENP1 inh	SENP8 block-1	SENP8 block-2	Apaf1 inhib	SENP7 inh	NLRP3 yeast inh	HKDC1 inhibitor
O=c1oc2ccccc2n1CCc1ccccc1	-7.7	22.3	0.8	0.7	16.2	0.3	6.3	-7.8	-7.0
N#Cc1ccccc1NC(=O)COC(=O)c1c[nH]c2ccccc12	5.8	6.0	-0.2	7.3	-2.2	-5.0	1.6	23.2	-4.9
CCCCCn1nc(C(=O)OCC(=O)c2c(N)n(C)c(=O)n(C)c2=O)c2ccccc2c1=O	-9.9	2.3	0.3	2.6	7.7	10.6	1.4	13.2	-4.1
Cc1ccc(Cn2c(SCC(=O)N/N=C/c3ccc(C)o3)nc3ccccc32)cc1	-10.0	14.1	-0.6	8.5	32.5	21.2	-2.5	-1.0	12.3
COC(=O)CNC(=O)CSc1nnc(C)c(=O)[nH]1	-6.8	-5.7	0.1	-5.1	19.0	-2.5	5.3	6.1	-7.7
COC(=O)C1=CNC=C(C(=O)OC)C1c1cccc(OC)c1	-12.9	3.0	-66.6	1.3	i	-7.0	5.9	14.3	-3.3
O=C(C[C@@H]1C/C=C\CC[C@H](Cc2ccc(F)cc2)C(=O)OC[C@@H]2CCCN2C1=O)NCCO	-4.6	12.8	-0.9	-4.7	11.8	-0.2	-3.8	14.2	-10.0
COc1cccc(N=NC2C(=O)N(C(N)=S)N=C2C)c1 (stereo not given)	85.0*	-4.4	1.8	79.3*	25.2	-2.5	67.7*	11.1	-14.3
COc1ccc(C(=O)NCc2ccc(F)cc2)cc1S(=O)(=O)N1CCCC1	2.2	2.9	2.5	-8.4	9.4	-2.2	0.1	18.3	1.0
COc1ccc(Br)cc1/C=N/N1CCN(Cc2ccccc2Cl)CC1	9.1	19.1	2.6	1.5	9.1	6.6	0.6	14.6	1.4
Cc1nnc(SC(C)C(=O)Nc2c(C)n(C)n(-c3ccccc3)c2=O)n1N (stereo not given)	-14.2	8.2	3.3	-4.8	2.9	-25.0	8.5	9.2	2.9
c1ccc(SCCCCNC2CCCC2)cc1	-6.3	-3.9	-2.1	-7.1	5.1	-16.3	2.9	11.4	-4.3
COc1ccc(OC)c2[nH]c(C(=O)N3CCC(C(=O)O)CC3)cc12	-13.3	-10.6	-1.5	-9.0	-43.6	9.3	-3.0	-1.6	3.1
O=C(O)CCn1c(=O)n(CCC(=O)O)c(=O)n(CCC(=O)O)c1=O	-5.9	3.4	-0.3	-4.2	6.8	-7.7	10.0	8.4	0.2
CCO[C@H]1OC(C(=O)N2CCOCC2)=C[C@@H](c2ccc(C(F)(F)F)cc2)[C@@H]1CCCO	-24.8	-8.0	0.3	-15.8	11.4	0.4	-7.1	5.8	-5.6

The closing 4 records of the part above come first, to join the parts.
SMILES	SENP6 inh	PfG6PD inh	SENP1 inh	SENP8 block-1	SENP8 block-2	Apaf1 inhib	SENP7 inh	NLRP3 yeast inh	HKDC1 inhibitor
c1ccc(SCCCCNC2CCCC2)cc1	-6.3	-3.9	-2.1	-7.1	5.1	-16.3	2.9	11.4	-4.3
COc1ccc(OC)c2[nH]c(C(=O)N3CCC(C(=O)O)CC3)cc12	-13.3	-10.6	-1.5	-9.0	-43.6	9.3	-3.0	-1.6	3.1
O=C(O)CCn1c(=O)n(CCC(=O)O)c(=O)n(CCC(=O)O)c1=O	-5.9	3.4	-0.3	-4.2	6.8	-7.7	10.0	8.4	0.2
CCO[C@H]1OC(C(=O)N2CCOCC2)=C[C@@H](c2ccc(C(F)(F)F)cc2)[C@@H]1CCCO	-24.8	-8.0	0.3	-15.8	11.4	0.4	-7.1	5.8	-5.6
COc1ccc(-n2ccc(-c3nn(-c4cccc(C(F)(F)F)c4)ccc3=O)n2)cc1	-9.3	24.6	-0.8	6.0	15.4	12.4	2.5	4.6	-4.9
O=C(CCC(=O)Nc1ccccc1Cl)N/N=C/c1c[nH]c2ccccc12	1.5	14.1	1.8	-3.8	5.4	3.4	1.2	0.0	4.8
COc1ccc(NC(=O)CSc2nc(O)cc(=O)n2-c2ccc(OC)cc2)cc1	-4.3	-16.8	-0.1	7.6	8.4	20.7	2.5	5.8	-3.1
O=C(/C(=C(\[O-])c1ccccc1)[n+]1ccc2ccccc2c1)c1ccccc1	·	-15.4	7.1	·	29.4	·	·	·	-2.4
Cc1nc2ccccc2c2nc(NC(=O)C(F)(F)F)nn12	-3.1	0.2	1.3	7.6	2.5	-3.3	-2.3	-7.4	-3.3
O=C(Nc1ccc(Cl)cc1)OCc1cc(-c2ccccc2)on1	-15.0	-13.8	-0.2	4.3	19.8	6.6	3.2	4.4	-7.0
CCC1CCCCN1Cc1nc2c(c(=O)n(C)c(=O)n2C)n1Cc1ccccc1 (stereo not given)	-19.7	10.7	-1.7	-6.7	5.9	5.5	7.3	7.9	-5.2
Cc1ccc(S(=O)(=O)N(C)c2ccc(OC(=O)c3cc(=O)[nH]c4ccccc34)cc2)cc1	-11.7	2.5	-1.9	-7.8	-193.6	17.7	-6.4	-14.3	1.8
Cc1n[nH]c(=O)c2c(NC(=O)CSc3nc4ccccc4c(=O)n3CCCO)oc(C)c12	7.6	-6.0	-0.6	-10.1	14.2	-13.5	8.0	4.1	-2.0
CCC(CC)C1C(C#N)=C(N)Oc2cc(C)oc(=O)c21 (stereo not given)	-12.8	15.8	-2.1	6.6	0.3	-4.4	-1.3	4.7	-4.3
c1ccc(-c2cc(N3CCCCC3)c3ccccc3n2)cc1	-2.1	2.6	0.0	1.4	-108.7	-0.6	-1.4	8.9	7.0
COc1cc2c(c(OC)c1CC=C(C)C)C[C@H](c1ccc(O)cc1O)CO2	-5.3	6.1	0.4	-10.0	-6.5	2.4	4.5	16.1	8.7
CCn1ccnc1CN(C)C(=O)CC1C(=O)NCCN1Cc1c(F)cccc1Cl (stereo not given)	11.7	1.4	-3.2	-1.9	-146.6	-0.5	7.6	6.1	-9.7
O=C(NCCCCl)C1CC(=O)N(CCc2ccc(F)cc2)C1 (stereo not given)	-23.3	-4.2	0.2	0.7	18.3	-11.3	-6.0	12.7	-6.9
CCOc1cc(-c2nc(-c3ccc(OC)cc3)no2)cc(OCC)c1OCC	-12.2	-14.5	-0.3	6.6	-11.1	-0.4	5.4	0.4	-9.2
O=C(COC(=O)Cc1ccccc1F)Nc1cc(S(=O)(=O)N2CCOCC2)ccc1N1CCCC1	-1.1	-17.5	3.6	0.0	4.5	6.3	-2.1	14.1	11.1
Cc1cccc(N2CC(=O)N(c3cccc(C)c3)CC2=O)c1	-12.7	-4.4	2.1	-9.2	-5.0	1.7	-2.7	20.1	-4.9
O=C(COC(=O)CCCc1nc2ccccc2s1)NC(=O)NCc1ccco1	0.8	9.1	0.4	-2.1	8.2	1.9	4.5	3.5	-2.3
CN(CCNC(=O)CCCOc1cc(=O)n(C)c2ccccc12)Cc1ccccc1	14.3	6.4	2.3	3.3	1.6	6.9	2.3	3.5	-8.4
COc1cc(/C=C/C(=O)OCC(=O)Nc2ccc([N+](=O)[O-])cc2)ccc1O	-10.8	25.2	-6.1	-6.4	-29.5	-0.9	0.2	-2.6	4.6
CC(NC(=O)CN(C)Cc1cccc(Cl)c1)c1ccccc1 (stereo not given)	-19.3	-17.6	1.5	-2.3	1.0	-2.2	-5.1	23.9	-2.2
NC(=O)CN1CCOCCOCCN(CC(N)=O)CCOCC1	-19.9	-11.3	-0.1	7.0	10.0	-1.0	-2.2	-0.5	-8.4
O=C(c1ccccc1)c1cccc(NC(=O)c2ccc(Br)o2)c1	26.2	11.6	1.2	-13.1	28.2	10.2	5.5	13.5	4.5
Cc1ccc(NC(=O)/C(C#N)=C/c2ccc(Sc3nc(C)cc(C)n3)o2)cc1	10.2	18.7	-41.1	2.3	-2.3	-0.1	0.0	11.5	-10.3
CCCCNC(=O)CN1C(=O)NC(Cc2ccccc2)(Cc2ccccc2)C1=O	-14.0	-9.0	1.1	-11.9	9.7	10.0	-2.0	2.5	4.4
CC1(C)CC2CC(C)(CN2C(=S)Nc2ccccc2F)C1 (stereo not given)	1.4	-12.7	0.8	3.9	6.0	6.5	-3.2	31.2	19.4
S=C(NCCCN1CCOCC1)Nc1ccc(-c2nc3ccccc3[nH]2)cc1	-7.9	22.0	-0.5	3.3	-101.9	-12.1	-2.5	5.7	-1.0
CC(=O)c1ccc(S(=O)(=O)N(C)CCCC(=O)N(C)Cc2c(F)cccc2Cl)cc1	-13.1	-6.3	2.1	-7.1	25.1	11.4	1.4	1.9	-1.6
Cc1ccc(N2C(=O)c3sc4nnc(C)c(=O)n4c3C2=O)cc1	40.4	7.6	-0.3	25.3	11.3	-9.7	5.7	-5.4	-9.6
COc1ccc(Cc2nc3ccc(C(=O)N4CCN(C)C(C)C4)cc3o2)cc1OC (stereo not given)	0.2	0.1	0.1	-2.4	10.6	0.4	1.9	1.7	2.3
COc1ccccc1N(C(=O)c1ccncc1)c1nc(-c2ccc([N+](=O)[O-])cc2)cs1	2.3	37.8	3.5	-1.6	24.0	24.4	-0.1	2.6	-4.8
O=C(NCCOc1nc(N2CCOCC2)nc(N2CCOCC2)n1)Nc1ccccc1	4.3	-6.2	0.8	-4.9	23.2	2.3	0.7	2.7	-4.8
C=CCn1c(C)cc(C(=O)COC(=O)/C=C/c2c(C)nn(C3CCS(=O)(=O)C3)c2Cl)c1C (stereo not given)	-1.7	-1.0	0.5	-8.5	6.9	11.4	-1.1	8.2	-1.6
O=C(NNC(=O)c1ccncc1)Nc1ccc(N=Nc2ccccc2)cc1	·	-16.9	0.9	·	34.6	·	·	·	-1.1
Cc1cccc(OP(=O)(Nc2c(C)n(C)n(-c3ccccc3)c2=O)Oc2cccc(C)c2)c1	-18.1	-11.4	2.2	-3.3	11.7	0.5	1.7	9.4	-9.6
O=C(NCCCn1ccnc1)c1cc(-c2ccncc2)nc2ccccc12	-15.1	5.6	0.3	2.3	-5.2	-19.0	1.1	3.0	-3.8
COC(=O)c1c(NC(=O)C2COc3ccccc3O2)sc2c1CCN(Cc1ccccc1)C2 (stereo not given)	-6.0	-2.5	-72.2	-1.0	-7.6	2.2	-4.3	0.5	0.2
COC(=O)C1=C(C)Nc2[nH]c(=S)[nH]c(=O)c2C1c1ccc(O)cc1 (stereo not given)	-0.4	19.2	-19.9	-9.6	10.2	-0.8	-1.2	-18.0	-5.1
